H9c2 TAG inh: inhibitors of triacylglycerol accumulation, primary screen, cell-based, uHTS, fluorescence, H9c2; H9c2 cells, Nile Red lipid (TAG) fluorescence; cells loaded with 200 µM oleic acid; inhibition, % at 12.5 µM; 0.66% of 230,000 active; AID 651582, 2012;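 active = pattern-corrected inhibition of lipid staining of at least 50% with the nuclear-stain viability signal not falling by more than 50%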;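 also: 0% = DMSO wells and 100% = triacsin C control wells; some results filed as inactive read as strong as hits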
H9c2 TAG inh DAPI viability: further read-out of H9c2 TAG inh, marked with its call; DAPI nuclei signal change (viability), lower = more cytotoxic, %;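 whole-well DAPI fluorescence read on a plate reader as a viability signal; minus 50 percent equals half of cells still viable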
The depositor's hits bear a star. An excerpt; the hit share may differ from the screen's.

The first two records, ahead of the listing:
For O=C(CN1CCN(S(=O)(=O)c2cccc(Cl)c2)CC1)NCC1(N2CCOCC2)CCCCC1 the results were H9c2 TAG inh -3 and H9c2 TAG inh DAPI viability -12.
O=[N+]([O-])c1cc(CN2CCCC2)ccc1Sc1ccc(Cl)cc1 was read as H9c2 TAG inh 8 and H9c2 TAG inh DAPI viability 16.

The list itself, from the first entry:
For O=C(CN1CCN(S(=O)(=O)c2cccc(Cl)c2)CC1)NCC1(N2CCOCC2)CCCCC1 the results were H9c2 TAG inh -3 and H9c2 TAG inh DAPI viability -12.
O=[N+]([O-])c1cc(CN2CCCC2)ccc1Sc1ccc(Cl)cc1 was read as H9c2 TAG inh 8 and H9c2 TAG inh DAPI viability 16.
O=C(CSc1ncnc2sccc12)N1CCN(C(=O)c2cccs2)CC1 was read as H9c2 TAG inh 4 and H9c2 TAG inh DAPI viability -7.
For Cn1c(=O)n(C)c(=O)n(CC(=O)N2CCCCC2)c1=O the results were H9c2 TAG inh -13 and H9c2 TAG inh DAPI viability -1.
For O=C(NCc1ccncc1)NC12CC3CC(CC(C3)C1)C2 the results were H9c2 TAG inh -10 and H9c2 TAG inh DAPI viability 4.
`Cc1nc2ccccc2c(=O)n1NC(=O)/C=C/c1ccccc1` gave H9c2 TAG inh 2 and H9c2 TAG inh DAPI viability -9.
`Cc1ccc(NC(=O)C2C3C=CC(O3)C2C(=O)O)cc1C` (configuration not stated) gave H9c2 TAG inh -11 and H9c2 TAG inh DAPI viability 2.
For CCc1nc2ccc(C(=O)NCc3ccccc3OC)cn2c1N(C)Cc1ccc(OC)cc1 the results were H9c2 TAG inh -5 and H9c2 TAG inh DAPI viability 9.
CN(CCc1ccccc1)C(=O)c1ccc(NC(=O)Cc2ccc(NC(=O)C3CCCN(C(=O)C4CCC4)C3)cc2)cc1 (configuration not stated) was read as H9c2 TAG inh -14 and H9c2 TAG inh DAPI viability 7.
Screening CC(=O)c1cccc(NC(=O)c2ccc(C)o2)c1 returned H9c2 TAG inh 0 and H9c2 TAG inh DAPI viability -5.
NNC(=O)Cn1c(-c2ccccc2)cc(=O)n2ncnc12 was read as H9c2 TAG inh -14 and H9c2 TAG inh DAPI viability 2.
`CC1(C)[C@H]2CC[C@]1(C)[C@@H](OC(=O)C[N+]1(C)CCOCC1)C2` gave H9c2 TAG inh 7 and H9c2 TAG inh DAPI viability -6.

Quoted at random: six entries already listed
Screening CC(=O)c1cccc(NC(=O)c2ccc(C)o2)c1 returned H9c2 TAG inh 0 and H9c2 TAG inh DAPI viability -5.
`Cc1ccc(NC(=O)C2C3C=CC(O3)C2C(=O)O)cc1C` (configuration not stated) gave H9c2 TAG inh -11 and H9c2 TAG inh DAPI viability 2.
CN(CCc1ccccc1)C(=O)c1ccc(NC(=O)Cc2ccc(NC(=O)C3CCCN(C(=O)C4CCC4)C3)cc2)cc1 (configuration not stated) was read as H9c2 TAG inh -14 and H9c2 TAG inh DAPI viability 7.
For Cn1c(=O)n(C)c(=O)n(CC(=O)N2CCCCC2)c1=O the results were H9c2 TAG inh -13 and H9c2 TAG inh DAPI viability -1.
O=C(CSc1ncnc2sccc12)N1CCN(C(=O)c2cccs2)CC1 was read as H9c2 TAG inh 4 and H9c2 TAG inh DAPI viability -7.
NNC(=O)Cn1c(-c2ccccc2)cc(=O)n2ncnc12 was read as H9c2 TAG inh -14 and H9c2 TAG inh DAPI viability 2.

The listing continues:
For O=C(Oc1ccc(-c2nc(-c3ccccn3)no2)cc1)c1ccccc1 the results were H9c2 TAG inh 0 and H9c2 TAG inh DAPI viability 5.
`CCC(C)N1C(=O)C2C(C(=O)Nc3cccc(OC)c3)C3C=CC2(O3)C1C(=O)NC1CCCCC1C` (configuration not stated) gave H9c2 TAG inh -5 and H9c2 TAG inh DAPI viability 2.
`Cc1cc(=O)oc2c1c(C(F)(F)F)nn2-c1ccccc1` gave H9c2 TAG inh -7 and H9c2 TAG inh DAPI viability 2.
COc1ccccc1N1CCN(C(=O)Cc2ccc(Cl)cc2)CC1 was read as H9c2 TAG inh 6 and H9c2 TAG inh DAPI viability 4.
